GLS inh = glutaminase GLS (human) inhibition; O94925; GLS enzymatic activity, qHTS titration; Potency, µM (doses to about 45.5 µM), for inactives: top-dose activity change, negative = inhibition, most hits filed as inhibitors; hit rate 0.21% among 410,000; AID 624170; also: % is scaled to controls: 0 for no effect and ±100 for the full control effect
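Human kidney-isoform GLS in 45 mM KH2PO4 pH 8.2, 0.02% Tween-20, with compound, started with 1mM L-Glutamine (added stock). Glutamate oxidase/HRP/Amplex red coupled fluorescence read at start and after 30 min at RT.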
PGK inhibitor = blocks T. brucei phosphoglycerate kinase. PGK/GAPDH coupled, Kinase-Glo luminescence, 60 min. AID 602233. hit rate 0.043% among 380,000. Potency, µM (doses to about 57.5 µM), for the others: at the top dose activity change, negative = inhibition, actives largely listed as inhibitors; also: % is scaled to controls: 0 for no effect and ±100 for the full control effect; nearly all actives have a fitted effect of over 60% in size
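Luminescent ATP detection (Kinase-Glo Plus) follows a 60-minute room-temperature incubation, with wells lacking PGK as controls. Buffer: 100 mM TEA (pH 7.6), 5 mM MgCl2, 0.01% Tween-20. Coupling enzyme GAPDH (100 nM final) supplies unstable 1,3-BPG in-well.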
HP1b chromo inh = inhibitors of HP1-beta chromodomain binding to methylated histone tails; AlphaScreen HP1-beta / biotin-H3K9me3 peptide binding; Potency, µM (doses to about 114 µM), inactives show at the highest dose activity change, negative = inhibition, usual class: inhibitors; hit rate 0.56% among 390,000; AID 540317; also: nearly all actives have a fitted effect of over 70% in size; inactives centre near 23
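HP1-beta protein (50 nM final) preincubated 30 min at room temperature with biotinylated H3(1-18)K9me3 peptide (50 nM) in PBS pH 7.4, 0.01% Tween-20, then compound added for 30 min. AlphaScreen streptavidin donor/nickel chelate acceptor beads (10 ug/mL final), 30 min dark, luminescence read.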
G9a inh = inhibitors of human histone lysine methyltransferase G9a | Q96KQ7 | G9a H3K9 monomethylation, AlphaScreen, 2 h | Potency, µM (titrated, usually from 102 µM), for inactives: at the top dose activity, negative = inhibition, usual class: inhibitors | hit rate 8.8% among 350,000; also: % is scaled to controls: 0 for no effect and ±100 for the full control effect; nearly all actives have a fitted effect of over 75% in size
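G9a (20 nM) was preincubated 15 min with compound, then reacted 2 h at room temperature with 500 nM biotin-H3K9 peptide and 20 µM SAM. Monomethyl-H3K9 detected by AlphaScreen using anti-H3K9me1 antibody.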
BAZ2B block = inhibitors of human BAZ2B bromodomain; AlphaScreen BAZ2B-H3K14Ac peptide displacement; hit rate 4.4% among 360,000; Q9UIF8; Potency, µM (titrated, usually from 114 µM), for inactives: at the top dose activity change, negative = inhibition, most hits filed as inhibitors; also: % is scaled to controls: 0 for no effect and ±100 for the full control effect; nearly all actives have a fitted effect of over 60% in size
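In this displacement format the biotinylated H3(5-23) peptide acetylated at Lys14 serves as ligand at 50 nM, with BAZ2B at 50 nM in PBS pH 7.4 containing 0.01% Tween-20. Donor and acceptor beads are 10 ug/mL final.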
BLM inh = inhibitors of human Bloom syndrome helicase BLM; recombinant BLM DNA unwinding, fluorescence dequenching; Potency, µM (series often up to 56.1 µM), for the others: at the top dose activity change, negative = inhibition, actives largely listed as inhibitors; hit rate 0.2% among 350,000;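 also: plate controls were vehicle for no effect and no enzyme for full effect; nearly all actives have a fitted effect of over 35% in size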
Pin1 inh = blocks the human prolyl isomerase Pin1; Q13526; Pin1 FP peptide displacement, HiFluor488, 10 min; Potency, µM (titrated, usually from 115 µM), inactives show at the highest dose activity, negative = inhibition, hits mostly inhibitors; hit rate 0.009% among 390,000; active = well fitted inhibition curve with a large enough effect in the polarisation, with a control signal flat, not every such curve was filed as active; inconclusive = small, poorly fitted or top-dose-only effect, or effect the other way, or a change in a side signal; inactive = no such curve, though single readings can be large or run the other way; the % refers to the polarisation; also: % is scaled to controls: 0 for no effect and ±100 for the full control effect
Pol iota inh = blocks human DNA polymerase iota activity. hit rate 1% among 390,000. Q9UNA4. AID 588590. Pol iota fluorescent replication assay, 10 min. Potency, µM (top dose mostly 115 µM), inactives show at the top dose activity, negative = inhibition, actives largely listed as inhibitors
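Pol iota at 10 nM preincubated 15 min with compounds at room temperature; reaction started with fluorescent substrate, 50 nM final. Fluorescence read kinetically at 0 and 10 min; buffer-only wells as negative control.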
JMJD2A Tudor inh = JMJD2A Tudor domain (human) inhibition; O75164; AlphaScreen JMJD2A-Tudor / H3K4me3 peptide binding; Potency, µM (titrated, usually from 114 µM), inactives show top-dose activity change, negative = inhibition, actives largely listed as inhibitors; hit rate 4.4% among 390,000; also: % is scaled to controls: 0 for no effect and ±100 for the full control effect; nearly all actives have a fitted effect of over 50% in size
Target sequence (O75164 whole entry, looked up, the tested form may be a part): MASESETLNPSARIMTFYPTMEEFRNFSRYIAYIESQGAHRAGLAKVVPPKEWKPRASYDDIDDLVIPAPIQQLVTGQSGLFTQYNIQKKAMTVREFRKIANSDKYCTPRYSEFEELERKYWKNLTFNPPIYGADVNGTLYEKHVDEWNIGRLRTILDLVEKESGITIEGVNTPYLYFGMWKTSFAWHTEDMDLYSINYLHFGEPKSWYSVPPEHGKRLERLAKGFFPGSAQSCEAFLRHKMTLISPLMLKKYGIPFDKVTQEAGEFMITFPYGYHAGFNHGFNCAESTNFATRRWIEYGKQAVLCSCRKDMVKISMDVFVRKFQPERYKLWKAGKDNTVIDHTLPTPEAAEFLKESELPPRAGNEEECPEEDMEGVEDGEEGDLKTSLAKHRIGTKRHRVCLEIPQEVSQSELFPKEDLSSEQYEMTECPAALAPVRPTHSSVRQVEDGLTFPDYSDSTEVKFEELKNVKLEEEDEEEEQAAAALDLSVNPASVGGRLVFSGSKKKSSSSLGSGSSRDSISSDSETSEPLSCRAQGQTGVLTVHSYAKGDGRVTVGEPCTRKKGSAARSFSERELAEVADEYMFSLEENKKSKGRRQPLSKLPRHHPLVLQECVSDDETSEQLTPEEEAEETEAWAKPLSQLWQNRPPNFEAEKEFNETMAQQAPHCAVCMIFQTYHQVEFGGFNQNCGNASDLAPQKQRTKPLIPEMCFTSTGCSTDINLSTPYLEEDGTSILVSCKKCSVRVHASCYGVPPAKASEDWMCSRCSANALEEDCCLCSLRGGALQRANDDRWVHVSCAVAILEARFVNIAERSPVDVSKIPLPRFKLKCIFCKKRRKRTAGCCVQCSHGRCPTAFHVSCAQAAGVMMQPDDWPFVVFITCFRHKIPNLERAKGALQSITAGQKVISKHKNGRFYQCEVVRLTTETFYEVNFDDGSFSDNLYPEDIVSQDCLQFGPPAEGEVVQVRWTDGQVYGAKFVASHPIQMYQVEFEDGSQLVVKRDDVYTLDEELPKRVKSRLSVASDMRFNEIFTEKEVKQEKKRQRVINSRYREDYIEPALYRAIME
An asterisk follows results filed as active; i = inactive; ? = inconclusive; / = not tested or not shown; [ ] = remark or other dose. Unless noted, calls follow the shape of the dose curve; as a rule, active = well fitted curve in the direction sought with a large enough effect; inconclusive = small, poorly fitted or top-dose-only effect, or another doubt; inactive = no such curve, though single readings can be large; an effect the other way counts as inactive or inconclusive. Potency is read from the fitted curve at half-maximal effect. This is a subset (hit frequency here may not be typical).

Values run as follows: JMJD2A Tudor inh | BAZ2B block | HP1b chromo inh | Pin1 inh | G9a inh | GLS inh | BLM inh | PGK inhibitor | Pol iota inh
1	COCC(C)NC(=O)NC1(C(F)(F)F)Oc2ccc(Cl)cc2O1 (stereo unspecified)
 : -15%[57.1 µM] | 12% | 3% | -2% | 35µM* | 25% | -1% | -10% | 7%
2	c1ccc(-c2csc(Cc3nnc4n3CCCCC4)n2)cc1
 : -16% | -4% | 27% | 0% | / | 2% | 1% | -6% | 21%
3	CCOC(=O)c1cc2c(=O)n3ccccc3nc2n(CC2CCCO2)c1=NC(=O)c1ccc(OC)cc1OC (stereo unspecified)
 : -20% | -13% | 27% | -1% | -34%[59 µM] | 17% | 3% | 5% | 12%
4	Cc1cc(C(=O)Nc2nnc(-c3ccccc3)s2)no1
 : -10% | 8% | 32% | -15% | -49%[59 µM] | 6% | -2% | -2% | -4%
5	CSc1ccc(/C=C(/NC(=O)c2ccccc2)C(=O)N2CCN(C)CC2)cc1
 : -2% | -6% | 28% | -14% | 8% | -6% | -3% | -8% | 4%
6	O=C(Nc1ccc(F)cc1)C(=O)c1cn(CC(=O)N2CCOCC2)c2ccccc12
 : -19% | -14% | 34%[activator] | -9% | 31% | 1% | 2% | -10% | 27%
7	COc1cc(CC(=O)Nc2cccc(SC)c2)cc(OC)c1OC
 : 6% | -16% | 43%[activator] | -10% | -4% | -6% | -2% | -7% | 69%[activator]
8	Cc1cccc(Oc2nc3ccccn3c(=O)c2/C=C(\C#N)C(=O)NC2CCS(=O)(=O)C2)c1C (stereo unspecified)
 : -16% | -8% | 22% | 11% | 19% | 8% | -3% | 2% | -10%
9	COc1ccc(/C=N/n2cncn2)cc1Cn1nc(C)c([N+](=O)[O-])c1C
 : 0% | 0% | 13% | -2% | / | 5% | 3% | 2% | 171%[activator]
10	CCN(Cc1ccccc1)S(=O)(=O)c1cc(C(=O)NCCCN(C)C)ccc1OC
 : -6% | / | 31% | -5% | 14% | 9% | 3% | 12% | -16%
11	Cc1c(Cc2ccccc2)c(=O)n2c([nH]c3ccccc32)c1C#N
 : -10%[11.4 µM] | -4% | 64%[activator] | ? | 0% | 3% | -5% | -2% | 34%[activator]
12	O=C(CS(=O)CC(=O)Nc1ccc(Cl)cc1)NCC1OCCc2ccccc21 (stereo unspecified)
 : -16% | -36% | 11% | -6% | 8%[12.7 µM] | 1% | 8% | -3% | 39%[activator]
13	Cc1ccc2c(c1)N(CC(=O)N1CCCCC1)C(=O)CO2
 : -18% | -5% | -2% | 0% | -6% | -16% | -4% | -6% | 59%[activator]
14	O=C(CN1C(=O)c2ccccc2C1=O)N1CCN(C2c3ccccc3-c3ccccc32)CC1
 : -19% | -2% | 15% | 13% | -5%[59 µM] | -9% | -2% | -12% | 13%
15	CC(C)OCCCNC(=O)c1cc(-c2cccnc2)nc2ccccc12
 : 0% | 2% | 30% | -8% | 5% | -6% | 3% | -1% | 2%
16	COc1ccc(OCCCC(=O)Nc2ccc(N3CCCCC3)cc2)cc1
 : -6% | -4% | 34% | -2% | ? | 9% | -1% | -1% | 16%
17	Cc1cc(C)c(C)c(S(=O)(=O)NC(C)C(=O)O)c1C (stereo unspecified)
 : -9% | -11% | 24% | 4% | 23%[59 µM] | 1% | -1% | -6% | ?
18	Cc1ccc(Nc2nc(-c3sc(NC(=O)c4ccccc4)nc3C)cs2)cc1
 : ? | 50µM* | -10% | 15% | ? | -1% | -4% | -10% | 2%
19	O=S(=O)(Nc1nc2ccccc2nc1Cl)c1ccc(F)cc1
 : -6% | -13% | 32% | 21% | -21%[59 µM] | 9% | -7% | 0% | 8%
20	COc1ccccc1C(=O)N1CCCC1(C#N)c1ccccc1 (stereo unspecified)
 : 0% | 9% | 26% | 4% | -3%[12.7 µM] | -1% | -1% | 0% | 0%
21	O=C(NCc1ccc2c(c1)OCO2)C1Cc2ccccc2CN1C(=O)c1ccco1 (stereo unspecified)
 : 13% | -14% | 14% | 7% | -3% | -2% | -1% | 3% | 87%[activator]
22	CCc1ccccc1NC(=O)C1CCN(c2nn3c(=O)cc(C)nc3s2)CC1
 : -12% | -9% | 22% | 3% | 4%[59 µM] | -16% | -12% | 2% | 18%
23	COc1ccc(NC(=O)C(CCSC)NC(N)=O)cc1Cl (stereo unspecified)
 : -9% | -11% | 19% | -8% | 2% | -5% | -3% | -2% | 100%[activator]
24	C[C@]12CCC(=O)C=C1CC[C@@H]1[C@@H]2C(=O)C[C@@]2(C)[C@H]1CC[C@]2(O)C(=O)CO
 : 2% | -8% | 63%[activator] | -6% | ? | -2% | 3% | -3% | 25%
25	CCOc1ccc(NC(=O)Nc2ccc3c(c2)nc(C)n3C)cc1
 : 1%[11.4 µM] | -8% | 25% | -9% | 27%[12.7 µM] | 9% | -5% | -10% | 29%
26	CCOc1ccc(C(C)(C)C)cc1S(=O)(=O)N1CC(C)OC(C)C1 (stereo unspecified)
 : 7% | -4% | 24% | -7% | 23%[59 µM] | 6% | -4% | -9% | 2%
27	CC(=O)NCCOc1ccc2oc3ccccc3c2c1
 : 14% | 6% | 58%[activator] | -6% | 4%[59 µM] | -1% | -10% | -8% | -10%
28	NC(=O)CSc1ccc(F)cc1
 : -3% | 3% | 39% | 3% | 3% | 2% | 1% | i | 29%
29	O=C(CSc1nnnn1-c1ccc2c(c1)CCC2)NCc1cccs1
 : -11% | -8% | 21% | 10% | ? | 14% | -6% | -5% | 10%
30	CC(C)Oc1ccc(C(=O)Nc2ccc(S(=O)(=O)N3CCN(C)CC3)cc2)cc1
 : -9% | -4% | 33% | 3% | / | -3% | -2% | -8% | 25%

Given in transposed form: entries from further up.
16: COc1ccc(OCCCC(=O)Nc2ccc(N3CCCCC3)cc2)cc1
17: Cc1cc(C)c(C)c(S(=O)(=O)NC(C)C(=O)O)c1C (stereo unspecified)
18: Cc1ccc(Nc2nc(-c3sc(NC(=O)c4ccccc4)nc3C)cs2)cc1
19: O=S(=O)(Nc1nc2ccccc2nc1Cl)c1ccc(F)cc1
20: COc1ccccc1C(=O)N1CCCC1(C#N)c1ccccc1 (stereo unspecified)
21: O=C(NCc1ccc2c(c1)OCO2)C1Cc2ccccc2CN1C(=O)c1ccco1 (stereo unspecified)
22: CCc1ccccc1NC(=O)C1CCN(c2nn3c(=O)cc(C)nc3s2)CC1
23: COc1ccc(NC(=O)C(CCSC)NC(N)=O)cc1Cl (stereo unspecified)
screen / no.	16	17	18	19	20	21	22	23
JMJD2A Tudor inh	-6%	-9%	?	-6%	0%	13%	-12%	-9%
BAZ2B block	-4%	-11%	50µM*	-13%	9%	-14%	-9%	-11%
HP1b chromo inh	34%	24%	-10%	32%	26%	14%	22%	19%
Pin1 inh	-2%	4%	15%	21%	4%	7%	3%	-8%
G9a inh	?	23%[59 µM]	?	-21%[59 µM]	-3%[12.7 µM]	-3%	4%[59 µM]	2%
GLS inh	9%	1%	-1%	9%	-1%	-2%	-16%	-5%
BLM inh	-1%	-1%	-4%	-7%	-1%	-1%	-12%	-3%
PGK inhibitor	-1%	-6%	-10%	0%	0%	3%	2%	-2%
Pol iota inh	16%	?	2%	8%	0%	87%[activator]	18%	100%[activator]

Further compounds follow:
Values run as follows: JMJD2A Tudor inh | BAZ2B block | HP1b chromo inh | Pin1 inh | G9a inh | GLS inh | BLM inh | PGK inhibitor | Pol iota inh
31	COc1ccc(CC(=O)Nc2nnc3n2CCS3)cc1
 : 56µM* | ? | 17%[57 µM] | 0% | ? | -2% | 3% | i | 17%
32	Cc1oc2ncnc(N3CCCCC3)c2c1C(=O)NCC1CCN(Cc2ccc(F)cc2)CC1
 : -10% | -1%[57.1 µM] | 14% | 1% | -16%[59 µM] | -4% | 2% | -1% | -27%
33	Cc1cc(Cl)ccc1OCC(O)CNCCc1ccc(S(N)(=O)=O)cc1 (stereo unspecified)
 : -19% | 20% | 24% | 1% | 5% | 2% | -5% | / | -11%
34	COc1ccc(C(=O)Nc2ccc(C(F)(F)F)n(C)c2=O)cc1
 : -18% | -3% | 67%[activator] | -2% | 13% | -22% | -10% | / | 4%
35	O=C(N/N=C1\C2CN3CCN(C2)CC1(c1ccccc1)C3)c1ccc(F)cc1
 : 1% | -17% | 33% | -11% | 1% | -21% | -1% | -2% | 54%[activator]
36	CN(Cc1cnccn1)C(=O)CC1C(=O)NCCN1Cc1c(F)cccc1Cl (stereo unspecified)
 : -27% | -12% | 59%[activator] | -8% | ? | -4% | -2% | i | 24%
37	CCCOc1ccc(NC(=O)CC2C(=O)OCC3CCCCN32)cc1 (stereo unspecified)
 : 5% | 9% | 28% | -3% | -20%[59 µM] | 2% | / | -2% | 29%
38	Cc1ccccc1Cn1nnc(-c2ccc3c(c2)OCO3)n1
 : 96%[activator] | 132%[activator] | 155%[activator] | 1% | 117%[activator][59 µM] | 10% | -8% | 4% | 0%
39	Cc1ccc(-c2oc3ccccc3c(=O)c2O)cc1
 : 6% | -4% | 59%[activator] | -1% | 3% | -1% | 2% | -7% | 7%
40	COc1ccc2[nH]c3c(c2c1)CCN1C(=O)C(CC(=O)NC(C)(C)C)C[C@H](C(=O)N2CCOCC2)[C@@]31CCC1CCCC1 (stereo partly specified)
 : ? | / | 6% | 1% | / | 0% | / | -7% | 16%
41	COc1ccc(OCC(=O)Nc2ccc(N3CCCCC3)cc2)cc1
 : -14% | -31% | -16% | -5% | 8% | 20% | 0% | -6% | 17%
42	O=C(CCN1C(=O)c2ccccc2C1=O)NCc1ccccc1
 : -6% | -6% | 31% | -4% | 9%[59 µM] | -8% | -2% | 8% | 17%
43	CCOP(=O)(c1ccc(N(C)C)cc1)C(O)c1cccnc1 (stereo unspecified)
 : -11% | -11% | 26% | 4% | 1% | 3% | 1% | 6% | 46%[activator]
